From PubChem BioAssay
FBPA coupling cs = qHTS Assay for Inhibitors of Fructose-1,6-bisphosphate Aldolase from Giardia Lamblia: Coupling assay counterscreen; AID 2472, 2010; 0.67% of 290,000 active; activity change, negative = inhibition, % at 58.2 µM, hits read low; coupling enzyme system counterscreen, AmpLite Red fluorescence; in the data active = activity change below about -30%; note: % is set by controls: 0 for no effect and ±100 for the full control effect
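Compounds tested against the coupling enzymes alone at 57.5 uM final; readout was AmpLite Red fluorescence (525/598 nm) after 20 min at RT.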
CXXC DNA block = qHTS Fluorescence Polarization Assay for Inhibitors of MLL CXXC domain - DNA interaction; 0.037% of 290,000 active; MLL-CXXC / FITC-HOXA9 DNA fluorescence polarization; Potency, µM (series often up to 115 µM), for inactives: at the top dose activity change, negative = inhibition, most hits filed as inhibitors; active = well fitted inhibition curve with a large enough effect in the polarisation, with a control signal flat, not every such curve was filed as active; inconclusive = small, poorly fitted or top-dose-only effect, or effect the other way, or a change in a side signal; inactive = no such curve, though single readings can be large or run the other way; the % refers to the polarisation; note: potency is the fitted concentration of half-maximal effect
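Steps: dispense CXXC domain solution (7 uM) → pin compounds or unlabeled HOX-A9 DNA control → 5 min ambient → add FLSN-HOX-A9 solution (50 nM) → spin → 30 min ambient → fluorescence polarization. Tris pH 7.5/NaCl/DTT/BSA buffer.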
USP2a block = qHTS Assay for Inhibitors of Ubiquitin-specific Protease USP2a Using CHOP2 as the Reporter. 0.01% of 330,000 active. Potency, µM (titrated, usually from 38.3 µM), for the others: at the top dose activity change, negative = inhibition, most hits filed as inhibitors. USP2 core, Ub-CHOP2 coupled fluorogenic reporter, 485/531. Ubiquitin carboxyl-terminal hydrolase 2 (Homo sapiens), O75604;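 note: potency is the fitted concentration of half-maximal effect; plate controls were DMSO wells for no effect and full inhibition by NEM control for full effect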
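Cell-free coupled assay: 10nM USP2 core preincubated 30min RT with compound in Tris-HCl pH 8.0/CaCl2/CHAPS buffer, then 25nM Ub-CHOP2 and 25nM reporter substrate; fluorescence (Ex 485/Em 531) read after 60min RT, normalized to NEM inhibition, concentration-response curves fitted.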
KCNH2 3.1 block = qHTS for Inhibitors of KCHN2 3.1: Mutant qHTS. Potassium voltage-gated channel subfamily H member 2, brain isoform KCNH2 3.1 (human). U2OS KCNH2 3.1, thallium flux FluxOr; active compounds read low. 0.95% of 340,000 active. activity change, % (tested at about 1.8 µM);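 active = maximum activity change below -70%; inconclusive = maximum activity change from -70% to -50%; inactive = maximum activity change above -50%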;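 note: thallium influx rate constant from kinetic fluorescence after stimulation buffer; % is set by controls: 0 for no effect and ±100 for the full control effect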
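Kinetic fluorescence (2 min after stimulation buffer) measures Tl+ influx through KCNH2 3.1 expressed by viral transduction in U2OS cells; the rate constant is normalized against DMSO controls serving as positive and negative references.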
Giardia killer = Small Molecules that selectively kill Giardia lamblia: qHTS; AID 540267, 2011; 0.15% of 340,000 active; activity change, % at 7.66 µM, hits read low; Giardia lamblia trophozoite viability; in the data active = activity change below about -80%; inconclusive = between about -30% and that limit;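 note: parasites exposed to compound for two days anaerobically before the ATP read; % is set by controls: 0 for no effect and ±100 for the full control effect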
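Killing of trophozoites was scored by loss of ATP luminescence after a 48 hrs anaerobic exposure to compounds at 37 deg C, using 100 cells per well.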
B2AR arrestin = qHTS assay of beta-arrestin-biased ligands of beta2-adrenergic receptor; Beta-2 adrenergic receptor (Homo sapiens), P07550; beta-arrestin recruitment to beta2AR, cell-based reporter; Potency, µM (doses to about 46.1 µM), for inactives: at the highest dose activation, usual class: activators; 0.02% of 330,000 active; AID 492947, 2010;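 note: potency is the fitted concentration of half-maximal effect; 0% = DMSO controls and full agonism = EC100 isoproterenol or metaproterenol; nearly all actives have a fitted effect of over 65% in size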
TRPV1 agonist = HTS Assay for Compounds that Act as Agonists of the Vanilloid Receptor 1; Transient receptor potential cation channel subfamily V member 1 (Homo sapiens), Q8NER1; TRPV1-expressing cells, Fluo-8 calcium influx, agonist mode; activation, % at 8.33 µM; 0.19% of 320,000 active; AID 540275, 2011; in the data active = activation above about 80%; inconclusive = between about 30% and that limit; note: 0% is about no effect
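Cells expressing TRPV1 were dye-loaded with Fluo-8 and read kinetically: 10 s baseline, 3 min after compound (agonist portion), then 2 min after EC20 capsaicin (allosteric enhancer portion). Calcium-bound dye fluorescence at 480/520 nm.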
PKM2 act = qHTS Assay for Activators of Human Muscle isoform 2 Pyruvate Kinase. Pyruvate kinase PKM (Homo sapiens), P14618. purified PKM2, Kinase-Glo ATP luminescence, activation; response scale: 0% is enzyme alone, no compound. Potency, µM (highest dose often 57.5 µM), for inactives: top-dose activation, hits mostly activators. 0.34% of 260,000 active. AID 1631, 2009; note: potency is the fitted concentration of half-maximal effect; % is set by controls: 0 for no effect and ±100 for the full control effect; nearly all actives have a fitted effect of over 55% in size
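Purified hPK-M2 (>95% pure) converted ADP (0.1 mM final) to ATP with 0.5 mM PEP in 50 mM imidazole pH7.2, KCl, MgCl2, Tween 20, BSA; 1 h at room temperature. ATP detected by Kinase-Glo luminescence.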
GALK inhibitor = qHTS Assay for Inhibitors of Human Galactokinase (GALK); Purified GALK, Kinase-Glo residual ATP luminescence; 0.007% of 270,000 active; Potency, µM (highest dose often 57.5 µM), without a hit: at the top dose activity change, negative = inhibition, actives largely listed as inhibitors; note: potency is the fitted concentration of half-maximal effect; % is set by controls: 0 for no effect and ±100 for the full control effect
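5 nM enzyme, 35 uM ATP, 100 uM galactose, 20 mM HEPES pH8.0, 5 mM MgCl2; 1 h RT; residual ATP by Kinase-Glo Plus luminescence, qHTS format.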
KCNH2 WT inh = qHTS for Inhibitors of KCHN2 3.1: Wildtype qHTS; 0.37% of 340,000 active; Voltage-gated inwardly rectifying potassium channel KCNH2 (Homo sapiens), Q12809; AID 720551, 2013; activity change, % at 1.84 µM; U2OS, BacMam KCNH2, thallium flux FluxOr; active compounds read low;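 active = maximum activity change below -70%; inconclusive = maximum activity change between -70% and -50%; inactive = maximum activity change above -50%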; note: % is set by controls: 0 for no effect and ±100 for the full control effect
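U2OS cells transduced with wild-type KCNH2 virus are loaded with FluxOr dye for 45 min, and thallium flux is measured in kinetic reads before and after stimulation buffer. Rate constants are normalized to DMSO controls.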
Menin MLL FP TR = qHTS Assay for Inhibitors Targeting the Menin-MLL Interaction in MLL Related Leukemias: Competition With Texas Red Labeled MLL-derived Mutant Peptide | O00255 | Menin + Texas Red MLL mutant peptide, fluorescence polarization | Potency, µM (doses to about 61.6 µM), inactives show at the highest dose FP activity change, negative = inhibition, usual class: inhibitors | 0.23% of 270,000 active | AID 1768, 2009; active = well fitted inhibition curve with a large enough effect in the polarisation, with a control signal flat, not every such curve was filed as active; inconclusive = small, poorly fitted or top-dose-only effect, or effect the other way, or a change in a side signal; inactive = no such curve, though single readings can be large or run the other way; the % refers to the polarisation; note: potency is the fitted concentration of half-maximal effect; % of control where 0% means no effect; many of its hits are not listed in these tables
An asterisk follows results filed as active; ? = inconclusive; . = not tested or not shown; [ ] = remark or other dose. Unless noted, calls come from the whole dose curve; as a rule, active = well fitted curve in the direction sought with a large enough effect; inconclusive = small, poorly fitted or top-dose-only effect, or another doubt; inactive = no such curve, though single readings can be large; an effect the other way counts as inactive or inconclusive.

no.	SMILES	FBPA coupling cs	CXXC DNA block	USP2a block	KCNH2 3.1 block	Giardia killer	B2AR arrestin	TRPV1 agonist	PKM2 act	GALK inhibitor	KCNH2 WT inh	Menin MLL FP TR
1	C#CCOCCOCCOCCNc1nc(N2CCN(C(=O)[C@H](CCCCN)n3cc([C@@H](N)C(C)CC)nn3)CC2)nc(N2CCN(C(=O)[C@H](CCCCN)n3cc([C@@H](N)CO)nn3)CC2)n1 (stereo not given in full)	5	79µM*	0%	.	.	0.4%	-3	2%	-1%	.	-4%
2	CCCC(=O)Nc1nnc(CC(=O)OCC)s1	-1	7%	1%	-1	14	-0.1%	1	-1%	-1%	0	-1%
3	CCN(CC)C(=S)Oc1c(Cl)cccc1Cl	1	-9%	-2%	-25	-4	-0.1%	26	-4%	2%	-3	.
4	O=C(Nc1nnc(-c2ccc(F)cc2)s1)C1CCN(S(=O)(=O)c2ccc(Cl)cc2)CC1	1	-11%	6%	-41	0	-1.0%	-9	7%	0%	13	9%
5	CCn1cnc2cc(NC(=O)c3ccc(C)cc3)ccc21	0	0%	6%	-28	?	-1.1%	2	-15%	-1%	-6	-2%
6	O=C(O)c1nc(-c2ccccc2)n(-c2cccc(C(F)(F)F)c2)n1	15	?	-5%	-3	-3	0.1%	4	-7%	5%	-1	14%
7	Cc1c(C=O)c2ccccn2c1C(=O)c1cccc([N+](=O)[O-])c1	-1	-3%	3%	12	0	0.0%	1	4%	7%	.	4%
8	Cc1ccccc1OCC(=O)NC(Cc1c[nH]c2ccccc12)C(=O)O (stereo not given)	0	1%	0%	0	8	-0.5%	2	2%	-2%	-28	11%
9	Cc1cc(C)c(S(=O)(=O)n2c([N+](=O)[O-])cnc2C)c(C)c1	-1	-7%	1%	18	-13	-0.7%	-3	-6%	-1%	8	-5%
10	O=C(NCc1nc2ccccc2[nH]1)c1ccc(S(=O)(=O)N2CCOCC2)cc1	-1	7%	3%	4	8	-0.7%	1	0%	5%	5	3%
11	CCC(=O)c1ccc(OCC(=O)OCC(=O)c2cc(C)n(C)c2C)cc1	.	1%	-6%	3	-20	-1.2%	-1	2%	-4%	9	.
12	COc1ccc(NC(=O)CSc2nc3ccccc3c(=O)n2CCCC(=O)NCC2CCCO2)c(OC)c1 (stereo not given)	5	1%	3%	2	-2	0.2%	-2	.	3%	-8	-4%
13	CCN(CC)CCN(C(=O)C1CCCCC1)c1nc2cc3c(cc2s1)OCO3	-1	15%	2%	8	-2	-0.8%	4	-6%	0%	6	?
14	CCOc1ccc(NC(=O)CN2C(=O)CCSc3ccc(S(=O)(=O)N4CCCC4)cc32)cc1	.	8%	2%	-14	-3	0.2%	8	.	-3%	-10	.
15	CC(O)CNCCCOc1cccc(Oc2ccccc2)c1 (stereo not given)	2	13%	2%	-7	-7	0.2%	8	-5%	-1%	9	-28%
16	CCOC(=O)C1CCN(C(=O)C(CCSC)NC(=O)COc2ccccc2)CC1 (stereo not given)	.	.	1%	-8	9	-0.3%	-3	.	.	-4	.
17	O=C(CNC(=O)c1ccccc1Br)N/N=C/c1ccc(O)cc1	4	-1%	2%	0	10	-0.2%	-3	-1%	0%	-3	-16%
18	C=CCn1c(COc2cccc(C)c2)nnc1SCn1nnc2ccccc2c1=O	3	0%	-1%	-3	11	-1.0%	-2	-2%	3%	-13	-16%
19	Cc1ccccc1Cn1cc(NC(=O)CSc2nc3c(c(C(F)(F)F)n2)CCc2ccccc2-3)cn1	4	24%	0%	-4	-12	-0.2%	.	0%	-2%	5	.
20	Cc1cc(C)n(C(=O)COc2c(C)cccc2C)n1	0	-6%	0%	0	1	0.2%	-7	-23%	-2%	-3	-29%
21	Cc1ccc(OCC(=O)N(Cc2cccc(F)c2)C2CCS(=O)(=O)C2)cc1 (stereo not given)	.	-12%	6%	-4	38[activator]	0.3%	-3	.	-3%	-5	.
22	Cc1nn(C2CCS(=O)(=O)C2)c(C)c1CN(C)C(=O)c1ccc(Cl)cc1 (stereo not given)	.	.	-1%	-25	12	-0.1%	4	.	.	6	.
23	O=C(Nc1ccccc1Cl)c1sccc1-c1ccccc1	4	8%	-1%	-15	5	-0.1%	1	2%	2%	-7	4%
24	COCCNc1ncnc2c1nc1n2CCCC1	0	9%	2%	-7	9	-0.3%	-1	.	1%	1	2%
25	CC12CCC(=O)N1C(C(=O)N1CCN(S(=O)(=O)c3ccc(Br)cc3Cl)CC1)CS2 (stereo not given)	.	.	3%	-23	22	-0.2%	14	.	.	11	.
26	CC(C)CN1C(=O)C(=O)N(CC(=O)c2ccc3c(c2)OCO3)C1=O	.	.	0%	2	9	-0.1%	18	.	.	-4	.
27	CC(C)c1nnc(SCC(=O)N2CCN(C(=O)c3ccco3)CC2)n1N	1	11%	-1%	14	-10	0.0%	2	1%	11%	-5	6%
28	CCCN(CC(=O)Nc1ccccc1C)CC(=O)Nc1ccc(Br)cc1F	-1	6%	-10%	0	17	-0.6%	27	.	3%	3	16%
29	N#Cc1cccc(NC(=O)CCc2ccc(S(=O)(=O)N3CCOCC3)cc2)c1	.	.	1%	12	-11	-0.4%	.	.	.	5	.
30	O=C(OCC(=O)N1CCN(C(=O)c2ccco2)CC1)c1ccccc1	-1	-1%	3%	8	0	0.2%	2	2%	-7%	28	0%
31	Cc1ccc2cc(C#N)c(NCCNC(=S)NCCCN3CCOCC3)nc2c1	2	-1%	1%	7	-8	0.1%	6	-6%	2%	8	8%
32	CC(C)Cc1nnc(NC(=O)CCC(=O)NC2CCCC2)s1	.	-6%	1%	-6	7	-0.3%	-2	.	0%	13	.
33	COC(=O)[C@]1(C)N[C@H](c2ccc(-c3ccc(Cl)c(Cl)c3)c(OC)c2)[C@@H]2C(=O)N(C)C(=O)[C@@H]21	.	.	-4%	-4	-12	0.3%	0	.	.	0	.
34	O=S(=O)(Nc1cccc(F)c1)c1cccc2nsnc12	-1	-15%	2%	-9	14	-0.7%	1	.	-4%	-10	11%
35	Cc1ccc(NC(=O)CSC2=C(C#N)C(c3ccco3)C3=C(CCCC3=O)N2)cc1 (stereo not given)	-3	-6%	-3%	-1	48[activator]	0.1%	-3	4.5µM*	1%	-1	?
36	CCCCCOC(=O)C1=C(C)Nc2nnnn2C1c1ccccc1Cl (stereo not given)	-1	?	-3%	0	-5	0.6%	2	-3%	-3%	-21	18%
37	COc1ccc(NC(=O)NNC(=O)c2ccc3ccccc3c2)cc1OC	.	0%	1%	.	6	0.3%	8	-5%	-3%	-3	.
38	COc1ccc(NC(=O)C(CC(=O)O)Cc2ccc(Br)cc2)cc1 (stereo not given)	6	8%	-1%	0	2	-0.4%	2	-2%	1%	-9	-2%
39	O=C(CCNc1cccc(Cl)c1)c1cccs1	2	42%[activator]	-2%	-70*	3	0.1%	?	-1%	-2%	-1	17%
40	CCOc1ccccc1CNC(=O)CCc1cn(CC)c2ccccc12	0	1%	-2%	-4	-23	-1.1%	9	.	.	-11	?
41	COc1cccc(CNC(=O)CCS(=O)(=O)c2ccccc2Cl)c1	.	.	0%	2	15	0.2%	8	.	.	13	.
42	CN(Cc1nc(-c2ccncc2)no1)S(=O)(=O)c1ccc(Cl)cc1	1	-5%	1%	9	-1	-0.2%	3	11%	0%	2	7%
43	O=C(O)c1ccc(CNc2ccccc2C(=O)O)cc1	14	7%	2%	-12	-2	-2.4%	-4	2%	1%	-6	21%
44	Nc1c(-c2ccc(Cl)cc2)cnn1-c1cccc(C(F)(F)F)c1	0	10%	2%	2	16	-0.5%	?	0%	-2%	-15	12%
45	CN1C2C(Br)CCCCN2c2ccc(F)cc2S1(=O)=O (stereo not given)	-6	11%	-3%	-4	-4	0.0%	2	4%	11%	3	?
46	C/C(=N/NC(=O)CN1CCN(Cc2ccccc2Cl)CC1)c1ccco1	0	-1%	0%	-2	21	-0.1%	0	0%	6%	1	.
47	O=C(NNS(=O)(=O)c1ccccc1)Nc1ccc(F)cc1	.	-2%	2%	3	-26	0.1%	1	0%	6%	17	.

An excerpt, so the mix of outcomes need not match the whole.
